GRK2 aptamer HTS: inhibitors of human GRK2 displacing RNA aptamer | 330,000 tested, 0.59% active | P25098 | inhibition of aptamer binding, % at 10 µM | bead flow cytometry, FAM-aptamer displacement from GRK2 | AID 488847;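 active = inhibition of aptamer binding above 40%, roughly 3 SD of noise, on plates passing a quality check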;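 also: median bead fluorescence of bound FAM aptamer so fluorescent compounds give negative values; no value below 0 was filed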
AGP1 TOR yeast: yeast TOR pathway AGP1-GFP modulation. S. cerevisiae AGP1-GFP multiplex flow cytometry, 3 h; GFP as percent of DMSO wells. 320,000 tested, 0.02% active. GFP response vs DMSO, % at 10 µM. AID 2066;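 active = GFP response relative to DMSO above a set limit, near screen average plus 3 SD, cut at about 150% in these data; inconclusive = fewer than 70 cells counted for the yeast strain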;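 also: median GFP channel fluorescence of the gated AGP1 strain per well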
Bcl-xL primary: blocks human Bcl-xL binding to Bim BH3 peptide. Q07817. GST-Bcl-xL / FITC-Bim BH3 peptide fluorescence polarization. inhibition, % at 10.9 µM. 320,000 tested, 0.7% active. AID 2129;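 active = inhibition above the mean of all tested compounds plus 3 SD, cutoff set per campaign, cut at about 30% in these data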;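 also: 0% = DMSO wells and 100% = unlabeled Bim-BH3 peptide competitor; inhibitors lower millipolarization by displacing the labeled peptide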
Target sequence (Q07817 whole entry, looked up): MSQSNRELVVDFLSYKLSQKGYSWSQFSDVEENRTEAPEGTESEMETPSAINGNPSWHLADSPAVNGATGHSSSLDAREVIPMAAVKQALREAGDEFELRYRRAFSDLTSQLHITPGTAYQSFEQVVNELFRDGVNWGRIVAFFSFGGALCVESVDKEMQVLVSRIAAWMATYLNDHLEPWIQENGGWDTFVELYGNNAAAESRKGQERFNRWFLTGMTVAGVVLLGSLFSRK
MCL1-BIM inh: inhibitors of human MCL1 binding to BIM-BH3 peptide; Q07820; GST-MCL1 / FITC-Bim-BH3 fluorescence polarization; inhibition, % at 10.9 µM; 320,000 tested, 0.68% active; AID 2057;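 active = inhibition above the mean inhibition of all tested compounds plus 3 SD, set per campaign, cut at about 40% in these data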;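 also: 0% = DMSO wells and 100% = unlabeled Bim-BH3 peptide control; higher means more loss of mP so more displacement of Bim peptide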
Target sequence (Q07820 whole entry, looked up): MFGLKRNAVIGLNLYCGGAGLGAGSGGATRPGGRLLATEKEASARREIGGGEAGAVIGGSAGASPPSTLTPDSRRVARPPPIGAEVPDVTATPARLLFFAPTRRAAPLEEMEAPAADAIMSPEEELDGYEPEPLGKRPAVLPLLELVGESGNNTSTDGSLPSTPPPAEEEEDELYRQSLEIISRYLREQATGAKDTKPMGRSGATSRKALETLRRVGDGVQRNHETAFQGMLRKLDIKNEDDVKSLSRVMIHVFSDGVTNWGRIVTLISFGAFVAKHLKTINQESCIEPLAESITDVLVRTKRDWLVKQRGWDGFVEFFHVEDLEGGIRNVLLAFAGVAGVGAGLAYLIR
Yeast superoxide: yeast age-related superoxide inhibition as caloric restriction mimetic; S. cerevisiae aged cells, superoxide DHE fluorescence; hits give low values; superoxide response (% of plate mean), % at 10 µM; 330,000 tested, 0.18% active;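 active = superoxide response under a set limit, about three screen SD below normal, cut at about 65% in these data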;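 also: yeast aged for seven days with compound at 30 °C before DHE staining; 100% = average MFI of all compound-treated wells on the plate with controls excluded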
VLA-4 inh: inhibition in a human VLA-4 binding assay; P13612; VLA-4 expressing cells, ligand binding flow cytometry; inhibition, % (about 7 µM as worked out from the volumes in the protocol); 330,000 tested, 0.2% active; AID 2557; in the data active = inhibition above about 50%
MEX-5 binding: C. elegans MEX-5 TCR-2 RNA binding activity; Q9XUB2; activity score (negative = inhibition of binding), % at 10 µM; MEX-5/FITC-TCR2 RNA binding, fluorescence polarization; hits give low values; 300,000 tested, 0.38% active; AID 1832;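 active = inhibition past about -25% in most replicates, and total fluorescence under double the plate's negative control median, limit read from the data; inconclusive = replicates evenly split on the limit, or fluorescence at least double controls; inactive = too little inhibition in most replicates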;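 also: 0% = DMSO and -100% = 5 µM competing unlabeled TCR2 RNA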
Target sequence (Q9XUB2 whole entry, looked up): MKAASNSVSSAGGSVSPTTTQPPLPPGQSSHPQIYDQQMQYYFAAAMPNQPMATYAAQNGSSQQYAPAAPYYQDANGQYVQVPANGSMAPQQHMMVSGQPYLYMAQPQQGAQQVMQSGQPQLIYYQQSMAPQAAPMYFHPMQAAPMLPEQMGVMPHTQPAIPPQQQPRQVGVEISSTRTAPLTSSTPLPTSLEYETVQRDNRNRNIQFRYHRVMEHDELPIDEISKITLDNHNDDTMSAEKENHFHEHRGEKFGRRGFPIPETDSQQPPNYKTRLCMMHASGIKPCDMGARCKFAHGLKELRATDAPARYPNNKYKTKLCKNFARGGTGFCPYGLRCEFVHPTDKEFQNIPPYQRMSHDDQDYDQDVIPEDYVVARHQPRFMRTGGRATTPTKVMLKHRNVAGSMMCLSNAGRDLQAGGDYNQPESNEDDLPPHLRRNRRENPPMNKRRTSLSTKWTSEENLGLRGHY
CIT2-GFP yeast: yeast TOR pathway CIT2-GFP modulation; GFP response vs DMSO, % at 10 µM; 320,000 tested, 0.065% active; AID 2029; S. cerevisiae CIT2-GFP strain, flow cytometry, 3 h; 100 means same as DMSO wells;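 active = GFP response relative to DMSO above a set limit, near the screen mean plus 3 SD, cut at about 150% in these data; inconclusive = Fewer than 70 cells measured for a yeast strain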;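 also: ratio of well median GFP fluorescence to mean of DMSO wells on the plate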
GLD-1 RNA inh: GLD-1-TGE RNA interaction inhibition (C. elegans); Q17339; inhibition, % at 5.96 µM; 320,000 tested, 0.44% active; purified GLD-1 + fluorescein TGE RNA, fluorescence polarization;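 active = percent inhibition above a per-plate cutoff, the plate mean of test compounds plus 3 SD, cut at about 30% in these data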;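 also: 0% = DMSO wells with GLD-1 and probe and 100% = wells lacking GLD-1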
Active calls of the source: *; u = inconclusive; x = not tested or not shown; [ ] = dose if it differs, or a comment.

Every second line gives: GRK2 aptamer HTS	AGP1 TOR yeast	Bcl-xL primary	MCL1-BIM inh	Yeast superoxide	VLA-4 inh	MEX-5 binding	CIT2-GFP yeast	GLD-1 RNA inh
CC(Oc1ccc2c3c(c(=O)oc2c1)CCC3)C(=O)N[C@@H](Cc1ccccc1)C(=O)O (some centres undefined)
  1	102	5	3	92	-10	-1.7	103	4
COc1cc(/C=C/C(=O)O)cc(S(=O)(=O)N2CCc3ccccc3C2)c1OC
  4	100	0	-2	105	11	-0.3	x	-1
c1ccc(-c2nc3ccccc3o2)nc1
  0	106	-3	-5	93	2	0.9	108	-5
Cc1ccc(OCC(=O)NNC(=O)C2CCCO2)c(C)c1 (centres undefined)
  0	105	5	0	102	27	2.9	98	0
Cc1ccc(-n2c(SCC(=O)Nc3ccc4c(c3)OCO4)nnc2-c2ccccn2)cc1
  1	106	-5	-7	103	10	-1.4	100	7
O=C(NCCc1c[nH]c2ccccc12)c1ccc(S(=O)(=O)NCc2ccco2)cc1
  0	109	3	-1	87	1	x	112	-1
CCCCn1c(N)c(N(CC)C(=O)c2cc(CC)c(C)s2)c(=O)[nH]c1=O
  0	101	0	1	102	13	-1.6	92	1
CN(c1ccccc1)C(c1ccc(F)cc1)c1nnnn1CC1CCCO1 (centres undefined)
  0	86	7	6	89	0	-0.6	89	1
CCCCN(CCCC)CCNC(=O)c1cn(CC)c2ccc(S(=O)(=O)N3CCCC3)cc2c1=O
  1	111	2	2	84	3	0.6	115	1
CC1=C(C/C=C(\C)CCCC(C)CCCC(C)CCCC(C)C)C(=O)c2ccccc2C1=O (centres undefined)
  1	82	8	0	109	-3	x	77	4
CCn1c(=O)c(C(=O)CN2CC(C)OC(C)C2)c(N)n(Cc2ccccc2)c1=O (centres undefined)
  1	107	0	-2	100	8	0.5	100	-1
CC1=C(NCCc2ccccc2)CCC1=O
  0	107	11	9	93	-6	1.6	114	9
C/C(=N\Nc1ccc(Cl)c(Cl)c1)c1ccc(-n2ccnc2)cc1
  1	118[may fluoresce green]	7	3	86	19	2.3	108	4
Cc1nccn1CC(=O)N/N=C/c1ccccc1O
  0	103	6	6	95	9	1.2	102	-1
COc1ccc(-c2nnc(SCC(=O)N3CCCc4ccccc43)o2)cc1OC
  2	96	3	0	93	-6	1.7	94	4
Cc1ccc(-n2c(SCC(=O)Nc3cccc(S(N)(=O)=O)c3)nc3ccccc32)cc1
  3	106	-3	-8	89	-5	-5.0	105	9
CN(C)c1nc(N)nc(CSc2nc3cc(Cl)ccc3o2)n1
  0	91	-7	-11	95	-8	-2.0	85	-7
COc1cc(/C=N/N2CCCCC2)cc([N+](=O)[O-])c1O
  0	93	7	4	105	23	0.5	108	11
CN(C)S(=O)(=O)N1CCC(Oc2ccc(C(=O)N3C[C@@H]4CCC[C@H]3C4)cc2)CC1
  2	84	-3	3	85	-4	1.4	96	11
Cc1[nH]c2ccccc2c1C(=O)NS(=O)(=O)Nc1ccc(F)cc1
  0	103	5	5	93	23	1.2	111	7

Every second line gives: GRK2 aptamer HTS	AGP1 TOR yeast	Bcl-xL primary	MCL1-BIM inh	Yeast superoxide	VLA-4 inh	MEX-5 binding	CIT2-GFP yeast	GLD-1 RNA inh
Cc1cccc(N(C(=O)CNC(=O)c2ccco2)C(C(=O)NC2CCCC2)c2cccnc2)c1C (centres undefined)
  0	108	0	-1	101	-3	-0.6	116	7
O=C(CC(=O)Nc1ccc(Cl)cc1Cl)Nc1ccc(Cl)cc1Cl
  0	99	1	2	121	-2	3.1	105	-4
C/C(=C\c1ccccc1F)C1Nc2cccc3cccc(c23)N1
  2	86	31*	39	113	7	x	80	21
CC1(C)Cc2ccccc2-c2nnc(-c3ccccn3)n21
  2	94	1	2	101	x	-3.7	95	2
CC(NC(=S)NC1CCCCC1)C(c1cccs1)N1CCOCC1 (centres undefined)
  0	103	0	-2	101	14	x	91	1
Cc1cccc(NC(=O)Cn2c(=O)n(CCc3c[nH]c4ccccc34)c(=O)c3cccnc32)c1
  0	101	-4	-8	111	1	0.0	100	-7
COc1ccc(COc2cc(-c3cccc(OC)c3)nc3ccc(NC(=O)c4ccc(Cl)cc4)cc23)cc1
  0	75	2	-2	98	17	1.7	67	4
CCCOc1cccc(C(=O)N/N=C/c2ccoc2)c1
  4	93	0	7	91	4	-1.6	96	2
COc1ccccc1C(=O)NCc1ccc(-c2nc3ccccc3s2)cc1
  3	100	0	-13	107	16	-0.3	95	-3
O=C(Cn1nc(-c2ccccc2)oc1=O)OCC(=O)c1ccc(F)c(F)c1
  4	111	3	-3	92	43	x	109	0
COc1cc(OC)cc(C(=O)N(CCCN2C(=O)c3cccc4cccc(c34)C2=O)c2cccc(OC)c2)c1
  2	96	-5	-6	88	0	-0.1	96	4
CC(C)(C)OC(=O)[C@H](Cc1ccccc1)NC(=O)c1nc[nH]c1C(=O)N[C@@H](Cc1ccccc1)C(=O)OC(C)(C)C
  4	87	3	6	97	-3	0.3	86	7
O=C(NN1C(=O)c2ccccc2C1=O)C1CCCCC1
  7	95	3	0	92	0	2.4	89	-5
CC1(C)CC(=O)C(CC2=C(N)CC(C)(C)CC2=O)=C(N)C1
  4	100	3	1	96	7	-0.3	99	5
COc1ccccc1Nc1ccc(C(=O)NC2CCCCC2)cn1
  0	94	2	4	105	4	0.0	89	2
O=c1c2ccccc2nc(SCc2ccncc2)n1CC1CCCO1 (centres undefined)
  1	109	8	4	104	14	1.5	118	-4
COc1ccc(Nc2nc(N3CCOCC3)nc(N3CCOCC3)n2)cc1
  1	100	x	x	102	10	-0.2	100	x
COC(=O)C(C)n1cnc2c(nnn2-c2ccc(C)cc2)c1=O (centres undefined)
  1	91	6	12	93	3	-1.5	89	2
CCOC(=O)N1CCN(Cc2nc3cc(NC(=O)c4cccs4)ccc3n2CC)CC1
  0	102	-4	-2	87	-9	-0.1	100	2
CCCn1c(CN2CCN(c3cccc(Cl)c3)CC2)nc2c1c(=O)n(C)c(=O)n2C
  0	103	2	2	104	-9	-2.9	99	-4

Every second line gives: GRK2 aptamer HTS	AGP1 TOR yeast	Bcl-xL primary	MCL1-BIM inh	Yeast superoxide	VLA-4 inh	MEX-5 binding	CIT2-GFP yeast	GLD-1 RNA inh
COc1ccc(Br)c(C(=O)OCC(=O)NC2CC2)c1
  4	103	-4	-6	95	45	x	100	7
O=C(COC(=O)c1cc(S(=O)(=O)N2CCCC2)ccc1O)Nc1ccc(F)cc1F
  1	92	x	x	99	-13	x	96	0
O=C(CSc1nc2ccccc2c(=O)n1CC1CCCO1)Nc1ccccc1 (centres undefined)
  0	106	3	4	101	11	0.1	101	4
Cn1c(SCC(=O)NCc2cccs2)nnc1-c1ccncc1
  3	97	4	3	95	7	1.2	92	-3
CN(C(=O)c1ccc(Br)o1)C1(C)CCS(=O)(=O)C1 (centres undefined)
  0	91	6	-2	113	22	0.3	94	0
Cc1cccnc1NC(=S)NCc1ccco1
  2	100	1	1	89	12	0.9	98	-2
Cc1nn(C)c(C)c1S(=O)(=O)NCCc1ccc(Cl)cc1
  0	99	2	-3	96	-9	-0.8	95	-8
CCOC(=O)c1c(NC(=S)NC(=O)c2cnn(CC)c2)sc2c1CCC(C)C2 (centres undefined)
  0	100	4	5	111	7	2.6	103	9
CCCN(CC1CC1)C(=O)CSc1nnc(-c2ccco2)n1N
  0	103	2	-4	87	-6	2.7	98	-2
Oc1ccccc1-c1cncn1Cc1ccccc1
  1	109	7	2	100	4	-2.3	107	0
Cc1ccc(-c2csc(/C(C#N)=C/Nc3ccc4c(c3)OCCO4)n2)cc1
  2	100	5	2	93	7	-7.2	99	-1
C=CCn1c(=N)c(C#N)cc2c(=O)n3ccccc3nc21
  0	u	5	-1	123	5	-12	110	10
CCCCCCn1c(SCCN2CCOCC2)nc2c1c(=O)[nH]c(=O)n2C
  4	98	-1	-5	95	4	1.6	99	3
Cc1ccc(N2C(=O)CC(NCC3CCCO3)C2=O)cc1 (centres undefined)
  2	87	9	-1	98	13	-0.4	106	0
NS(=O)(=O)c1ccc(CCNC(=O)c2ccc3nc4ccc(Cl)cc4c(=O)n3c2)cc1
  3	96	6	3	124	14	-5.0	98	0
CC(C)(C)C(=O)Nc1cc2c3c(c1)CCC(=O)N3CCC2
  0	111	5	-1	89	-2	-4.8	114	0
COc1ccc(C(=O)c2sc(Nc3ccc(NC(C)=O)cc3)nc2C)cc1
  0	102	9	10	103	14	-2.3	109	2
O=C(CSc1nnc2ccccn12)NC(=O)c1ccccc1Cl
  21	103	x	x	109	-13	x	107	0
COCCCNC(=O)c1ccc2c(c1)nc(C)n2-c1cccc(C)c1
  2	96	-4	-6	103	16	-2.5	101	-2
C=CCN=C1CC(C)(C)CC(=O)/C1=C(/O)CCC(=O)OC
  0	104	6	1	91	5	0.2	109	-4

Every second line gives: GRK2 aptamer HTS	AGP1 TOR yeast	Bcl-xL primary	MCL1-BIM inh	Yeast superoxide	VLA-4 inh	MEX-5 binding	CIT2-GFP yeast	GLD-1 RNA inh
Cc1c(C(=O)Nc2cccc(N(C)S(C)(=O)=O)c2)cccc1[N+](=O)[O-]
  0	97	7	6	87	-2	-0.3	100	-8
CC(=O)c1cccc(NC(=O)c2ccc3ccccc3c2)c1
  10	87	5	-12	89	20	2.8	96	-1
COc1ccccc1N(C(=O)c1snc(C(N)=O)c1N)C(C(=O)NC1CCCC1)c1ccc(N(C)C)cc1 (centres undefined)
  1	96	0	-3	119	-9	1.8	94	3
COc1ccc(NC(=O)Cc2cccs2)c(OC)c1
  2	96	5	3	99	-2	0.4	95	4
O=C(Nc1nc(-c2ccc(S(=O)(=O)N3CCCCCC3)cc2)cs1)c1ccccc1
  3	106	5	5	99	-7	-3.3	92	5
CCN(c1ccccc1)S(=O)(=O)c1ccc(Cl)c(C(=O)N(CC2CCCO2)C2CCS(=O)(=O)C2)c1 (centres undefined)
  2	98	-6	-10	94	-3	0.4	95	4
CNC(=O)c1sccc1S(=O)(=O)Cc1c(Cl)cccc1Cl
  1	x	2	-9	107	10	0.9	99	-7
CCS(=O)CCSc1nc2ccccc2s1 (centres undefined)
  1	93	7	6	96	-6	-0.8	98	3
COC(=O)[C@@H](NC(=O)Nc1ccc2c(c1)OCCO2)C(C)C
  0	90	-2	-5	99	8	1.3	87	4
O=C(CCn1c(=O)oc2ccccc21)NCc1cccs1
  0	86	-2	-2	112	15	-3.1	94	-8
FC(F)(F)c1cc(NCc2cccs2)n2ncnc2n1
  0	100	5	-3	98	-26	-2.1	101	-1
CCC(C)C(=O)Nc1nnc(SCC(=O)Nc2ccccc2F)s1 (centres undefined)
  1	104	6	0	90	3	-0.9	106	-5
CC(=O)Nc1ccc(C(=O)OCC(=O)c2ccc(S(=O)(=O)N3CCCCC3)cc2)cc1
  3	87	-1	-7	104	-10	3.0	81	4
O=c1[nH]c(N2CCN(Cc3ccccc3)CC2)nc2c1CCC2
  12	112	5	0	92	17	-2.1	100	6
O=C(C1CCN(S(=O)(=O)c2ccccc2)CC1)N1CCN(Cc2ccc3c(c2)OCO3)CC1
  7	95	0	0	95	-17	1.2	102	5
O=C(CNCc1ccccc1)Nc1ccc(Oc2ccccc2)cc1
  0	102	6	1	100	0	1.6	94	-6
CC(=O)NNc1[nH]c2c(c(=O)c1[N+](=O)[O-])c(=O)n(C)c(=O)n2C
  0	101	5	-1	93	5	-3.9	110	-5
CCCc1cc(C(=O)NCc2ccco2)no1
  4	103	-1	5	87	18	-2.7	109	4

Assay outcomes from PubChem.
